# Growth percent in the NCI-60 one-dose screen (48 h, 10 µM unless noted): 100 = growth as untreated, 0 = no growth, -100 = all killed.
# NCI/ADR-RES: NCI/ADR-RES ovarian cells. AID 1794790. 81,000 compounds, 4.4% hits
# NCI-H522: NCI-H522 lung cancer; 78,000 compounds, 8% hits
# NCI-H322M: NCI-H322M lung cancer | 80,000 compounds, 2.7% hits
# NCI-H23: NCI-H23 lung cancer | 80,000 compounds, 4% hits
# KM12: KM12 colon cancer cells | 82,000 compounds, 5% hits | AID 1794800
# NCI-H460: NCI-H460 lung cancer | 82,000 compounds, 6.8% hits
# NCI-H226: NCI-H226 lung cancer; 79,000 compounds, 3.5% hits; AID 1794732
# COLO 205: COLO 205 colon cancer; AID 1794742; 79,000 compounds, 7.3% hits
# IGROV1: IGROV1 ovarian cancer; 79,000 compounds, 4.7% hits
# * hit, by the source's call; . = not tested or not shown; & = joins results of further samples. How the source made its calls: active means growth percent below 10; inactive means the rest. Not a hit list. About 12% of those tested had a hit in this group.
smiles	NCI-H322M	NCI-H226	NCI-H460	COLO 205	NCI-H522	NCI/ADR-RES	NCI-H23	KM12	IGROV1
Cc1ncc(-c2ccoc2)c(NC2CCCCCC2)n1	81	103	106	106	83	102	98	105	96
CC(C)(C#N)OC(=O)Nc1c(Cl)cccc1Cl	98	102	109	118	105	103	100	111	109
CN1C(=O)[C@@]2(Oc3ccccc3[C@H]3CC(c4ccc(Br)cc4)=NN32)c2ccccc21	109	100	112	115	102	109	106	114	111
O=C1/C(=C/C2=Cc3ccccc3OC2)SC(=S)N1N1CCOCC1	99	100	108	117	95	107	.	103	104
Clc1ccc(-c2cc(-c3ccccc3)nc(Nc3nc4ccccc4[nH]3)n2)c(Cl)c1	112	104	109	98	83	108	103	108	102
NC(=O)CSC1=NC(c2cccc([N+](=O)[O-])c2)c2sc3ccc(Cl)cc3c2N1 (stereo not drawn)	96	81	97	105	94	104	90	108	87
O=C(O)c1ccc2c(c1)C(=O)N(c1ccc(Oc3ccc(N4C(=O)c5ccc(C(=O)O)cc5C4=O)cc3)cc1)C2=O	84	103	103	107	90	104	101	110	97
CS(=O)(=O)c1nsc(N)n1	98	99	106	103	91	104	95	105	101
CSc1nc2c(c(=O)n1C)C(c1ccc(F)cc1)C=C(C(=O)O)N2 (stereo not drawn)	115	99	103	106	101	102	95	103	113
COc1ccc(-c2nc3ccccc3[nH]2)cc1OC	89	92	112	103	116	97	92	99	90
CNCCOCc1ccccc1	.	108	111	107	84	108	.	108	103
CN1C(=O)/C(=C/c2ccc(C(=O)Nc3ncc(Cc4cccc(Cl)c4)s3)cc2)SC1=S	76	64	20	58	58	57	59	33	62

# New compounds follow
smiles	NCI-H322M	NCI-H226	NCI-H460	COLO 205	NCI-H522	NCI/ADR-RES	NCI-H23	KM12	IGROV1
CC(=O)C1CC1	112	106	110	109	83	105	96	104	101
C(=N\Nc1nc(-c2ccccc2)cs1)/c1nc2ccccc2n1C1CC1	100	96	104	104	96	102	98	.	102
CC(=O)c1c(C)[nH]c(-c2nc3ccc(N4CCN(C)CC4)cc3[nH]2)c1-c1ccccc1	42	55	52	16	25	36	53	40	24
Cc1cc(Cl)ccc1N=C(N)N	.	99	109	129	84	107	116	96	.
CCOC(=O)Cn1c(O)c(N=Nc2ccc(S(N)(=O)=O)cc2)c2ccccc21	102	87	106	114	84	96	97	96	87
O=C(CCCCCCNC(=O)C(O)(O)C(F)(F)F)Nc1ccc(-c2ccccc2)cc1	28	39	7.7*	-62*	-31*	7.7*	9.9*	8.4*	14
NS(=O)(=O)c1cccc(N/C=C/C(=O)c2ccccc2)c1	100	109	109	112	101	111	105	105	110
C=CCN1C(=O)CS/C1=N/S(=O)(=O)c1ccc(NNc2c3ccccc3nc3ccccc23)cc1	94	76	91	106	72	94	92	98	99
CC(C)C1=C[C@@]23CC[C@@H]4[C@](C)(CCC[C@@]4(C)C(=O)OCC#CCN4CCOCC4)[C@H]2C[C@@H]1[C@H]1C(=O)OC(=O)[C@H]13	99	110	104	114	74	96	96	88	101
COc1ccc(NC(=O)c2cccc(-c3cc(=O)c4c(O)c(OC)c(OC)cc4o3)c2)cc1	99	92	93	98	79	85	91	103	95
Nc1ncnc2c1C(c1ccc(O)cc1)c1sc3c(F)cccc3c1O2 (stereo not drawn)	88	75	96	120	89	103	89	89	83
O=C(Cn1ccc(Nc2ccccc2)cc1=O)Nc1ccccc1C(=O)c1ccccc1	98	100	106	97	.	107	107	106	106

# Continued; it opens with the 2 that closed the last part.
smiles	NCI-H322M	NCI-H226	NCI-H460	COLO 205	NCI-H522	NCI/ADR-RES	NCI-H23	KM12	IGROV1
Nc1ncnc2c1C(c1ccc(O)cc1)c1sc3c(F)cccc3c1O2 (stereo not drawn)	88	75	96	120	89	103	89	89	83
O=C(Cn1ccc(Nc2ccccc2)cc1=O)Nc1ccccc1C(=O)c1ccccc1	98	100	106	97	.	107	107	106	106
Cc1oc(-c2ccc3cccnc3n2)nc1CNC1CCCCCC1	112	98	114	109	98	99	104	110	113
CNc1ccc2c(c1)Cc1ccccc1-2	100	95	101	110	100	100	104	101	104
CCSc1oc(-c2ccccc2)nc1S(=O)(=O)c1ccccc1	90	86	99	101	90	87	85	92	94
Cc1ccc2c(c1)C(=O)N(Cc1ccc(S(N)(=O)=O)cc1)C2=O	83	99	114	101	90	99	98	93	90
CSc1nnc2c3cc(Br)cc(Br)c3n(C)c2n1	96	80	100	112	.	103	.	97	79
C/C=C/C(=O)OCCN1CCN(C(=O)/C=C/C)CC1	111	100	103	106	107	101	96	109	115
COc1cc(NC(=O)c2cncnc2Nc2ccc(OCc3cccc(F)c3)c(Cl)c2)cc(OC)c1	76	97	57	93	64	82	84	85	79
CCOC(=O)c1cnccc1NC1CCCCC1	98	101	99	108	.	94	99	101	111
COC(=O)[C@]1(C(C)C)N[C@H](c2cn(-c3ccccc3)nc2C)[C@@H]2C(=O)N(c3ccccc3)C(=O)[C@@H]21	112	103	109	109	110	102	105	116	121
O=[N+]([O-])c1cccc(-c2nc3sccn3c2-c2ccnc(NCCNS(=O)(=O)c3cccc4ccccc34)n2)c1	108	93	99	107	90	93	105	99	75
Nc1cc(C(=O)N/N=C/c2ccc(OC(F)F)c(Oc3ccccc3)c2)nn1CC(O)c1ccccc1 (stereo not drawn)	98	95	100	119	98	104	108	96	102
CCCCOc1c(N)cc(Cl)cc1C(=O)OCCN(CC)CC	86	94	108	115	53	107	104	104	107

# Other structures
smiles	NCI-H322M	NCI-H226	NCI-H460	COLO 205	NCI-H522	NCI/ADR-RES	NCI-H23	KM12	IGROV1
OC(COc1ccccc1)COc1ccccc1	113	102	113	137	90	109	105	100	104
O=C(CN1CCOCC1)Nc1ccc(-c2nc3ccccc3s2)cc1	100	95	100	115	95	105	100	107	106
COc1ccc(NC(=O)NCCO)cc1	107	96	105	116	97	104	97	106	118
Nc1nc(N)c2cc(C=O)ccc2n1	82	96	95	92	58	100	96	89	102
CNc1ncnc2c1cnn2-c1ccccc1	97	96	103	106	99	99	88	98	108
CC1(C)C2CCC1(C)C(S)C2 (stereo not drawn)	85	101	105	112	104	100	99	106	97
CC/C(=C(/c1ccc(O)cc1)c1ccc(OCCN2CCCCCC2)cc1)c1ccccc1	77	104	103	88	89	102	99	93	95
ClCCCOCCCCl	100	.	101	104	93	106	108	105	119
C[Si](C)(CCC(=O)O)O[Si](C)(C)CCC(=O)O	90	99	102	97	107	100	100	98	88
CCn1cc(C2=C(c3cn(C)c4ncccc34)C(=O)NC2=O)c2cccnc21	80	58	44	49	84	78	66	47	65
CN1CCN(Cc2ccc(C(=O)Nc3cccc(Nc4ccc5cc(O)ccc5n4)c3)cc2C(F)(F)F)CC1	-29*	27	-75*	-85*	-69*	29	-66*	-48*	-38*
CC[C@@H](C)[C@H](NC(=O)Cn1cc(CN)nn1)C(=O)O	101	.	113	118	104	105	103	111	103

# Among those listed so far, 2 have a CF3 group.
smiles	NCI-H322M	NCI-H226	NCI-H460	COLO 205	NCI-H522	NCI/ADR-RES	NCI-H23	KM12	IGROV1
O=C(CCCCCCNC(=O)C(O)(O)C(F)(F)F)Nc1ccc(-c2ccccc2)cc1	28	39	7.7*	-62*	-31*	7.7*	9.9*	8.4*	14
CN1CCN(Cc2ccc(C(=O)Nc3cccc(Nc4ccc5cc(O)ccc5n4)c3)cc2C(F)(F)F)CC1	-29*	27	-75*	-85*	-69*	29	-66*	-48*	-38*

# Arranged by molar mass (ascending): some entries from above
smiles	NCI-H322M	NCI-H226	NCI-H460	COLO 205	NCI-H522	NCI/ADR-RES	NCI-H23	KM12	IGROV1
ClCCCOCCCCl	100	.	101	104	93	106	108	105	119
CCn1cc(C2=C(c3cn(C)c4ncccc34)C(=O)NC2=O)c2cccnc21	80	58	44	49	84	78	66	47	65
CC/C(=C(/c1ccc(O)cc1)c1ccc(OCCN2CCCCCC2)cc1)c1ccccc1	77	104	103	88	89	102	99	93	95

# (next part)
smiles	NCI-H322M	NCI-H226	NCI-H460	COLO 205	NCI-H522	NCI/ADR-RES	NCI-H23	KM12	IGROV1
COc1ccc(-c2nnc3c4c(ncn23)N(C)c2ccccc2C(C)C4)cc1 (stereo not drawn)	97	103	99	113	80	106	97	98	99
O=C1OCC/C1=C\c1ccc2c(c1)OCO2	108	101	105	115	92	124	113	117	.
CN(NC(=O)c1cnccn1)c1nc2cc(F)ccc2n2cccc12	60	60	41	58	90	61	74	61	49
COc1cc(C2CC(c3cc(OC)c(OC)c(OC)c3)=NN2C(C)=O)ccc1OCc1ccccc1 (stereo not drawn)	60	28	24	11	27	38	47	34	43
CC1OC(Oc2c(-c3ccc(O)c(O)c3)oc3cc(O)cc(O)c3c2=O)C(O)C(O)C1O (stereo not drawn)	106	96	105	104	102	111	102	102	107
CS(=O)(=O)Nc1cc(-c2ccc3ncnc(Nc4ccc5c(cnn5Cc5ccccc5F)c4)c3c2)cnc1Cl	62	67	59	59	34	92	42	72	-16*
O=C1CSC(c2ccccc2Cl)N1c1ccccc1 (stereo not drawn)	98	110	120	117	96	109	106	117	103
CCOC(=O)NC(Cc1ccccc1)c1ccccc1 (stereo not drawn)	114	99	111	105	87	98	98	110	103
O=[N+]([O-])c1cc(-c2ccccc2)c(O)c([N+](=O)[O-])c1	126	83	66	106	.	95	84	84	106
CC(=O)CC(=O)NC1CCc2ccccc21 (stereo not drawn)	102	97	112	109	101	107	106	111	110
C=CCSc1nnc(-c2ccc(C(C)(C)C)cc2)n1-c1cccc(C(F)(F)F)c1	78	45	29	41	37	23	35	27	55
O=C(O)c1cc(O)c(O)c(O)c1	112&111	112&99	119&112	116&110	113&95	114&101	110&98	129&110	116&115

# Random excerpt: two entries already listed.
smiles	NCI-H322M	NCI-H226	NCI-H460	COLO 205	NCI-H522	NCI/ADR-RES	NCI-H23	KM12	IGROV1
O=C1OCC/C1=C\c1ccc2c(c1)OCO2	108	101	105	115	92	124	113	117	.
CC(=O)CC(=O)NC1CCc2ccccc21 (stereo not drawn)	102	97	112	109	101	107	106	111	110

# Remaining list, next part
smiles	NCI-H322M	NCI-H226	NCI-H460	COLO 205	NCI-H522	NCI/ADR-RES	NCI-H23	KM12	IGROV1
Cc1ccc2c(C3C(C#N)=C(N)Oc4n[nH]c(C)c43)cc(=O)oc2c1 (stereo not drawn)	106	96	102	119	89	105	100	106	101
COc1ccccc1/C=C1\SC(=S)NC1=O	113&133	107&100	106&111	113&104	91&118	111&107	92&104	106&105	106&131
O=C1C=CC(=O)N1c1ccc(O)cc1	105	101	104	-37*	104	106	103	109	.
NC(N)=NC1CCCCC1	102	101	113	118	86	98	101	-69*	107
Cc1ccc2nc(NC(=O)CSc3nc(-c4ccccc4)c(C#N)c(C(C#N)C#N)n3)sc2c1	102	108	105	110	89	106	95	113	87
CCCCCCCCCCCCC1CCC/C=C\CCC(=O)O1 (stereo not drawn)	117	100	104	101	92	102	89	110	102
Cc1cccnc1-n1ncc(C(=O)Nc2nc3ccccc3s2)c1C	100	102	100	108	97	104	102	103	91
COc1ccc(CNC2CCCCC2)cc1	95	98	114	125	92	117	118	106	131
COC(=O)C(CC(=O)c1ccc(-c2ccccc2)cc1)c1ccccc1 (stereo not drawn)	97	63	90	37	-0.2*	17	77	56	65
C=CC(=O)N1CC2(CCC(n3nc(-c4ccc(Oc5ccccc5)cc4)c4c(N)ncnc43)CC2)C1	0.2*	-78*	-77*	-12*	.	-9.2*	.	-29*	-51*
NS(=O)(=O)c1ccc(CCN2C(=O)/C(=C\c3ccc(F)cc3)C=C2c2ccc(Cl)cc2)cc1	91	102	100	117	95	102	99	101	93
CCOC(COC(=O)c1ccccc1C(=O)O)c1ccccc1 (stereo not drawn)	125	108	108	120	89	106	111	91	114

# (further entries)
smiles	NCI-H322M	NCI-H226	NCI-H460	COLO 205	NCI-H522	NCI/ADR-RES	NCI-H23	KM12	IGROV1
Cc1nc2ccccc2c2c(N)cccc12	104	106	116	107	.	111	102	107	116
NC1CCC(Nc2nc(NCc3cc(Cl)ccc3O)c3ncn(C4CCCC4)c3n2)CC1 (stereo not drawn)	11	-6.7*	0.4*	-63*	-50*	26	-49*	2.0*	1.6*
COc1ccc(-c2cc(-c3ccc(NC(=O)CSc4nc5ccccc5c(=O)n4-c4ccccc4)cc3)nc(N)c2C#N)cc1	95	.	101	105	89	101	94	102	97
O=C(c1ccc2ncc(-c3nc(NC4CC4)ncc3F)n2c1)N1CCOCC1	15	.	4.2*	.	73	48	42	3.0*	8.9*
CCCCCc1ccc(S(=O)(=O)Nc2ccc3nc(N)oc3c2)cc1	97	46	61	72	44	53	40	64	68
C=CCn1c(SCC(=O)c2ccc(Cl)cc2)nnc1-c1ccc(Cl)cc1	95	84	96	102	88	94	96	96	95
COc1ccc2nc(C)c3c(c2c1[N+](=O)[O-])Oc1ccccc1N3	95	97	99	110	65	101	91	100	101
C=C(C)[C@@H]1CC[C@]2(C(=O)NCCC#N)CC[C@]3(C)[C@H](CC[C@@H]4[C@@]5(C)Cc6c([nH]c7ccccc67)C(C)(C)[C@@H]5CC[C@]43C)[C@@H]12	.	98	91	121	93	96	87	94	103
CC1(C)CC2=C3C=C[C@@H]4[C@@]5(C)CC[C@H](O)C(C)(C)[C@@H]5CC[C@@]4(C)[C@]3(C)CC[C@@]2(C(=O)O)CC1=O	55	32	63	67	51	61	41	43	35
CCOS(=O)(=O)c1ccc([N+](=O)[O-])cc1	102	101	107	109	94	105	101	108	105
O=C1CC(C(=O)O)C(c2ccccc2)c2ccccc21 (stereo not drawn)	101	104&100	104&117	103&99	93&86	103&107	101&102	96&114	101
C/C(=C(/c1ccccc1)c1ccc(N2C(=O)c3cccc4c(Nc5ncccn5)ccc(c34)C2=O)cc1)c1ccccc1	96	91	103	98	82	102	99	95	73
Fc1ccc(/C=C/[C@@H]2C[C@@H](F)CCO2)cc1	82	101	100	102	91	103	104	105	103
Cn1cc(-c2cnc3ccc(NC(=O)Nc4ccc(F)c(Br)c4)cc3n2)cn1	46	17	32	1.0*	8.1*	12	32	13	33

# High-throughput results: PubChem BioAssay, NCI
